Screens deposited in PubChem BioAssay by several laboratories.
Runt-CBFb FRET = blocks binding of human RUNX1 Runt domain to CBFb; inhibition, % at 20 µM; 220,000 compounds, 0.46% hits; Cerulean-Runt/Venus-CBFb FRET ratio 530/480, 1 h;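 active = inhibition over about 50% at 20 µM in the single-dose screen, limit read from the data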;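 also: 0% = DMSO wells and 100% = excess unlabeled CBFb competitor control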
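Measured by: fluorescence energy transfer, 422 nm excitation, 530/480 nm emission; Assay system: Cerulean-Runt domain; Medium: Tris pH 7.5 buffer with BSA; Measure: loss of energy transfer signal; Controls: 5 µM unlabeled CBFb as full-inhibition high control; Incubation: protein complex preformed 1 h, compound exposure 1 h, room temperature, dark.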
PERK inhibitor = blocks human PERK kinase; AID 1416; 220,000 compounds, 0.17% hits; Q9NZJ5; inhibition, % at 5.6 µM; CHO PERK-DD fusion, SEAP luminescence translation reporter;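 active = inhibition above the mean inhibition of all tested compounds plus 3 SD, set separately per screening campaign, cut at about 2.9% in these data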;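 also: PERK kinase domain activated by AP20187 dimerizer at 100 nM; 0% = DMSO with dimerizer and 100% = rapamycin at 8.4 µM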
Target sequence (Q9NZJ5 whole entry, looked up, the tested form may be a part): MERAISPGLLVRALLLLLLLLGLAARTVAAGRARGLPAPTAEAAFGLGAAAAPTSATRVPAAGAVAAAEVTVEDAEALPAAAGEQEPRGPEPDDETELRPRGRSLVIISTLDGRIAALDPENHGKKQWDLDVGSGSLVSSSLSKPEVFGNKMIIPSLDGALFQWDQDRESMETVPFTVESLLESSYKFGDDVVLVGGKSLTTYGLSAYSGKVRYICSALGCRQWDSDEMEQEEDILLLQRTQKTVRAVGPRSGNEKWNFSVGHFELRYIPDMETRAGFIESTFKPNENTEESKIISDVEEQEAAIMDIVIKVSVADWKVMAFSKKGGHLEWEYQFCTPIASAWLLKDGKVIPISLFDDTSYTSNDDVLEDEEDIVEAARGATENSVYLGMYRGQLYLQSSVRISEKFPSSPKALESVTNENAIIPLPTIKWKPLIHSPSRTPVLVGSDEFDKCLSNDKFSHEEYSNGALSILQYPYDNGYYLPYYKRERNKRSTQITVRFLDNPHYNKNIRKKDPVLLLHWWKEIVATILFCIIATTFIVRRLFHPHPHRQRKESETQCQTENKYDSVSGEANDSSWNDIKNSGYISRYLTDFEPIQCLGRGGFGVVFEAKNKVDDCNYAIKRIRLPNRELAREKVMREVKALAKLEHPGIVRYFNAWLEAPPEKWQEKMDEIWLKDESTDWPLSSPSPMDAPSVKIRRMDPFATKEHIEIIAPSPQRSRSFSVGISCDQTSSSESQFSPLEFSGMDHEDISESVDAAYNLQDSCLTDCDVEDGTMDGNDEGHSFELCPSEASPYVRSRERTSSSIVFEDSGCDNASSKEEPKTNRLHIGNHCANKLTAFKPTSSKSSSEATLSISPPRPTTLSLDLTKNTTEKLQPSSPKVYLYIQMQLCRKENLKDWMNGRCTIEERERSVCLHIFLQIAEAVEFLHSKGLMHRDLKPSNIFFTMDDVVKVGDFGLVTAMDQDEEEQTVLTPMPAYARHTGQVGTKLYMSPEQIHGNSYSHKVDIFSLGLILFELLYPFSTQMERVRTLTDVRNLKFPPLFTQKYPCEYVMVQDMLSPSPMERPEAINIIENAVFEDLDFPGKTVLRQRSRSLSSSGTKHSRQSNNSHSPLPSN
zVAD death inh = L929 zVAD cell death inhibition. viability rescue, % at 10 µM. L929 zVAD necroptosis rescue, ATP luminescence, 24 h; with zVAD 60 µM. AID 1377. 220,000 compounds, 0.38% hits;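 active = activation, scaled between plate controls, above about 75%, limit read from the data; inactive = activation under that limit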;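 also: 0% = zVAD with DMSO and 100% = DMSO alone without zVAD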
EP2 modulator = modulators of human EP2 prostaglandin E2 receptor; 260,000 compounds, 0.83% hits; induction, % at 25 µM; EP2-expressing cells, cAMP HTRF FRET, PGE2 co-stimulation;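 active = compounds whose cAMP rise, as percent of the full-agonist control response, exceeds 60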;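 also: rat C6 glioma line stably carrying human EP2 under a CMV promoter; the protocol text gives 20 µM as final concentration; 100% = response of wells given 1 µM PGE2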
EP2 antag = inhibitors of human EP2 prostaglandin E2 receptor; inhibition, % at 25 µM; 260,000 compounds, 0.52% hits; P43116; C6 glioma cells expressing human EP2, cAMP TR-FRET; cells stimulated with saturating PGE2;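 active = percent inhibition above 40 after rounding to a whole number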;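 also: rat C6 glioma host cells with rolipram phosphodiesterase inhibitor present; the protocol text gives 20 µM as final concentration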
Runt-SMMHC FRET = inhibitors of human RUNX1 Runt domain binding to CBFb-SMMHC; Q01196+Q13951; Cerulean-Runt/Venus-CBFb-SMMHC FRET ratio 530/480, 1 h; inhibition, % at 20 µM; 220,000 compounds, 0.74% hits;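 active = mean inhibition across duplicate retests at 20 µM reaching about 50%, limit read from the data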;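 also: 0% = DMSO wells and 100% = wells with excess untagged CBFb-SMMHC; inhibitors lower the FRET ratio by blocking Runt binding to CBFb-SMMHC; some results filed as inactive read as strong as hits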
Hck-Nef inh = inhibitors of human Hck kinase activated by Nef. Recombinant Hck-YEEI plus Nef, Z-Lyte FRET kinase assay. inhibition, % at 20 µM. 220,000 compounds, 0.68% hits;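 active = Hck-Nef kinase inhibition above about 50%, limit read from the data; inactive = inhibition below that limit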;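 also: 0% = DMSO with Hck plus Nef and 100% = Hck alone without Nef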
TNF necrop inh = TNF-alpha cell death inhibition in Jurkat FADD-/- cells | AID 463075 | Jurkat FADD-/- TNF necroptosis rescue, ATP luminescence, 24 h; 0 = TNF only, 100 = no-TNF cells | 220,000 compounds, 0.068% hits | activation (protection from cell death), % at 10 µM;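 active = activation, meaning protection from cell death, of at least 50% relative to plate controls; inactive = activation below 50%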;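 also: necroptosis triggered by 40 ng/mL TNF-alpha added together with compound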
RBBP9 inhibitor = blocks human serine hydrolase RBBP9; recombinant RBBP9, FP-Rh probe fluorescence polarization; inhibition, % at 7.94 µM; 220,000 compounds, 0.2% hits; AID 1515;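 active = inhibition above the campaign mean of all tested compounds plus 3 SD, cut at about 14% in these data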;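 also: plate controls were DMSO wells with RBBP9 for no effect and wells lacking RBBP9 protein for full effect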
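System: RBBP9 protein / Quantity: 2.5 µM RBBP9 dispensing solution, before mixing / Also added: Serine-hydrolase probe FP-Rh, 375 nM pre-mixing / Dosing: 7.94 µM single dose, 0.794% DMSO / Timing: enzyme-compound preincubation 30 min, then probe labeling 45 min, 25 °C / Signal: FP readout at 525/598 nm / Controls: DMSO-treated enzyme wells and wells lacking RBBP9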
* = called active by the depositor; x = not tested or not shown. This is a subset; the hit share may differ from the screen's.

SMILES | Runt-CBFb FRET | PERK inhibitor | zVAD death inh | EP2 modulator | EP2 antag | Runt-SMMHC FRET | Hck-Nef inh | TNF necrop inh | RBBP9 inhibitor
CSc1ccc(S(=O)(=O)NCc2ccc(Cl)cc2)cc1 | 1 | 0.8 | -0.3 | -12 | 8 | -2 | 6 | -0.5 | -4
C=CCn1c(N)c(C(=O)OCCC)c2nc3ccccc3nc21 | 69* | -0.7 | 0.4 | -8 | 13 | 119* | 36 | -4.8 | -7
O=C(COC(=O)c1ccccc1C(=O)c1ccccc1)NCc1ccc(F)cc1 | -1 | -0.7 | 0.7 | 14 | 8 | -2 | 10 | -0.5 | -2
COC(=O)c1sc2nc(C)nc(SCC(=O)C(C)(C)C)c2c1C | -9 | 0.2 | 0.6 | -77 | 10 | -3 | 12 | 1.5 | -2
Cc1ccc(S(=O)(=O)N2CCOCC2)cc1NC(=O)c1cc2c(s1)CCC2 | 2 | -2.0 | -0.1 | -24 | 7 | 0 | 2 | -2.2 | -6
COc1ccc(CCNC(=O)NC(C(F)(F)F)C(F)(F)F)cc1OC | -2 | 0.9 | -0.5 | 10 | 8 | -2 | 7 | 0.2 | -1
COc1cc(/C=C/C(=O)O)cc(S(=O)(=O)N2CCc3ccccc32)c1OC | 2 | 0.7 | 16 | 31 | 10 | -4 | 18 | 0.2 | -3
COc1ccc(C)cc1NC(=S)NNC(=O)c1ccccc1Cl | 3 | 2.9 | 0.1 | -8 | 8 | 3 | 2 | 0.0 | 8
CNS(=O)(=O)c1cccc(C(=O)OCC(=O)Nc2cc(F)ccc2F)c1 | 1 | 0.3 | 3.7 | -16 | 8 | -1 | 21 | 1.3 | -5
COc1ccccc1/C=C/C=N/NC(=O)c1ccncc1 | -2 | 0.5 | 0.5 | -2 | 4 | -5 | 4 | 0.3 | -6

Sorted by SMILES length (largest number first): three of the compounds above.
SMILES | Runt-CBFb FRET | PERK inhibitor | zVAD death inh | EP2 modulator | EP2 antag | Runt-SMMHC FRET | Hck-Nef inh | TNF necrop inh | RBBP9 inhibitor
COc1cc(/C=C/C(=O)O)cc(S(=O)(=O)N2CCc3ccccc32)c1OC | 2 | 0.7 | 16 | 31 | 10 | -4 | 18 | 0.2 | -3
Cc1ccc(S(=O)(=O)N2CCOCC2)cc1NC(=O)c1cc2c(s1)CCC2 | 2 | -2.0 | -0.1 | -24 | 7 | 0 | 2 | -2.2 | -6
O=C(COC(=O)c1ccccc1C(=O)c1ccccc1)NCc1ccc(F)cc1 | -1 | -0.7 | 0.7 | 14 | 8 | -2 | 10 | -0.5 | -2

New compounds follow:
SMILES | Runt-CBFb FRET | PERK inhibitor | zVAD death inh | EP2 modulator | EP2 antag | Runt-SMMHC FRET | Hck-Nef inh | TNF necrop inh | RBBP9 inhibitor
COC(=O)c1cc(NC(=O)c2ccccc2)c(=O)oc1C/C=N\OCc1ccc(Cl)cc1Cl | -3 | -0.6 | 0.0 | 12 | 9 | -25 | 1 | 0.2 | 0
COc1ccc(OCc2nnc(NC(=O)Nc3ccc(F)cc3)s2)cc1 | 2 | 1.4 | 46 | -28 | 5 | -2 | 18 | -0.2 | -5
Cc1cccc(NC(=O)CCc2ccc(C)o2)c1 | 0 | -0.1 | 1.1 | 7 | 9 | 0 | -1 | 0.8 | -6
COCCn1c(C)cc(C2=NNC(=NC3CC3)SC2)c1C | 2 | 0.4 | -1.1 | -4 | 8 | -1 | 0 | -1.9 | -4
Cc1c(NS(=O)(=O)c2ccc3c(c2)c(=O)n(C)c(=O)n3C)c(=O)n(-c2ccccc2)n1C | 3 | 0.3 | -0.4 | 35 | x | 4 | -21 | -0.3 | -8
CCCCOCP(=O)(CCCC)COCCCC | -1 | 0.2 | 0.2 | 6 | 19 | -3 | 1 | -2.2 | -9
COc1ccc(C(C)=O)cc1CSCCC#N | 0 | -0.5 | 0.7 | 15 | 1 | 3 | -24 | 0.0 | 0
COc1ccccc1/C=C/C=N/n1c(-c2ccc(Cl)cc2)n[nH]c1=S | 13 | 1.6 | 2.6 | -31 | 12 | 18 | 0 | 0.6 | 6
COc1ccc(NC(=O)COC(=O)c2cc(OC)c(OC)cc2NC(=O)c2ccco2)cc1OC | -1 | -0.2 | 1.1 | -5 | 7 | -2 | 4 | -0.5 | -7
CC(=O)Nc1ccc(-c2cc3ccccc3o2)cc1 | -2 | -0.7 | 1.1 | -35 | 10 | 3 | -26 | -0.1 | -25
CCOC(=O)CCS(=O)(=O)c1nc(-c2ccccc2)cc(C(F)(F)F)n1 | 4 | -0.3 | 0.5 | -24 | 31 | 3 | 3 | -14 | -12
O=C(CN1CCN(S(=O)(=O)c2ccccc2)CC1)NC(=O)NCc1ccco1 | -2 | 0.6 | -1.8 | -38 | 1 | -2 | 31 | -0.3 | -5
CC(=O)c1ccc(N=Cc2c(O)n(-c3cc(Cl)ccc3N3CCOCC3)c(=O)c3ccccc23)cc1 | -20 | -0.6 | 0.5 | 14 | 10 | -61 | 2 | -1.5 | -9
O=C1c2cc([N+](=O)[O-])ccc2-c2ncccc21 | 1 | 1.9 | 0.5 | -6 | 13 | -2 | 18 | -2.2 | 9
COc1cc(/C=N/Nc2ccc(C(=O)O)cc2)ccc1O | 11 | 0.1 | 0.4 | -25 | 8 | 14 | 22 | -0.8 | 1
O=C(CSCc1ccccc1)Nc1ccc(F)c(F)c1 | 2 | 1.4 | 0.9 | -15 | 7 | -1 | 3 | 35 | -5
CC(C)(SC(=S)N1CCOCC1)C(=O)O | -1 | -0.1 | 0.3 | 5 | 7 | 2 | -1 | -0.6 | -4
Cc1ccccc1Oc1cccc(C(=O)/C(C#N)=C/N(C)C)c1 | 2 | 0.2 | 0.1 | 11 | 8 | 8 | -1 | -2.1 | -11
Cc1cc(Oc2ccc(C(C)(C)C)cc2)nc(N2CCOCC2)n1 | -5 | 0.3 | -1.2 | 47 | 8 | -4 | 1 | 0.3 | -2
CC(/C=C/c1ccc2c(c1)OCO2)=N/NC(=O)c1ccc(C)nc1 | 2 | 1.3 | 1.5 | -15 | 8 | -2 | 4 | -0.8 | -5
O=C(Nc1ccc2ccccc2c1)c1cccc(F)c1 | 0 | -0.1 | 0.6 | -53 | 21 | 1 | 7 | 0.7 | -10
Cc1c(NC(=O)CN2C(=O)c3ccc([N+](=O)[O-])cc3C2=O)c(=O)n(-c2ccccc2)n1C | 1 | 0.5 | -0.1 | 24 | 6 | -3 | 16 | -0.3 | 0
Cc1cc(N(C)C)cc(C)[n+]1[O-] | -2 | 0.9 | 0.8 | 12 | 18 | -1 | 1 | -0.7 | -1
COc1ccc(S(=O)(=O)N2CCOCC2)cc1N=Nc1sc(N)nc1-c1ccccc1 | -6 | -0.5 | -0.5 | -2 | 4 | -6 | 0 | -1.1 | -2
Cc1ccc2[nH]c(=O)c3cc(C(=O)N(C)Cc4ccco4)sc3c2c1 | 21 | -0.4 | 2.2 | -26 | 12 | 17 | 14 | -2.7 | -11
COc1ccc(-c2nnc3n(CCc4ccccc4)c(=O)c4ccccc4n23)c(OC)c1 | -4 | -0.5 | -0.3 | 3 | 8 | -4 | 0 | -2.6 | -4
COC(=O)[C@H](CC(C)C)NC(=O)Nc1ccc2c(c1)OCCO2 | 3 | 0.6 | 0.8 | 11 | 4 | -3 | 0 | 0.5 | 0
O=C1/C(=C/c2ccc(O)cc2)SC(=S)N1Cc1cccnc1 | -35 | 0.2 | 0.1 | -38 | 10 | -207 | -4 | 0.7 | -33
COc1cccc(C2=NOC(C(=O)Nc3cccnc3Cl)C2)c1 (stereo not drawn) | 1 | 0.1 | 1.3 | 1 | 5 | 4 | 0 | 0.6 | -12
O=C(NC(c1ccccc1)c1ccccc1)N1CCOCC1 | 1 | 1.6 | 1.0 | -18 | 7 | -4 | -4 | -4.2 | 0
S=c1[nH]nc(-c2ccc(Cl)cc2)n1/N=C/c1cccs1 | 15 | 2.1 | 0.0 | 10 | 4 | 9 | 23 | 3.8 | -8
COc1ccc(NC(=O)CCCn2c(=O)[nH]c3ccccc3c2=O)cc1 | -2 | -0.5 | -0.3 | 1 | 7 | 0 | 0 | -5.6 | -15
O=C(NCc1ccccc1Cl)c1ccc2c(c1)SC1=NS(=O)(=O)CCN12 | 1 | 1.6 | 0.0 | -6 | 5 | -2 | 3 | -0.9 | -8
COC(=O)C(Cc1ccccc1)NC(=S)NC(=O)c1ccccc1 (stereo not drawn) | 0 | 0.2 | 5.2 | -24 | 8 | -1 | -7 | 0.6 | -3
Cc1cc(C(F)(F)F)cc(NNC(=O)NC(=O)c2ccccc2Cl)n1 | 0 | 1.5 | 0.2 | -28 | 5 | -1 | 15 | -0.5 | -4
COC(=O)c1ccc(NC(C(=O)OC)C(C)C)c([N+](=O)[O-])c1 (stereo not drawn) | -5 | 0.6 | 0.1 | 31 | 8 | -3 | 2 | 2.5 | -7
COc1cccc(OCC(=O)Nc2ccccc2-c2ccccc2)c1 | -2 | 0.0 | 52 | 70* | 13 | -5 | 20 | 0.7 | -9
CCc1nnc(NC(=O)CSc2nnc(-c3cc4ccccc4cc3O)n2CCOC)s1 | 1 | -0.1 | 0.7 | -4 | 4 | 8 | 4 | 0.2 | -5
Cc1nc(CSc2ccc(Cl)cc2)cc(N2CC(C)OC(C)C2)n1 (stereo not drawn) | 0 | -0.1 | -0.2 | -22 | 8 | 1 | 29 | 1.8 | -6
Cc1ccc(S(=O)(=O)c2c(C)cc(C)nc2N2CCOCC2)cc1 | 0 | 0.4 | -2.4 | -5 | 9 | 0 | 23 | -0.7 | 5
COc1ccccc1-n1c(SCC(=O)Nc2nnc(C)s2)nc2c(c1=O)SCC2 | 3 | -1.3 | 0.6 | 32 | 2 | -3 | 3 | -2.2 | -11
CCn1c(SCc2nc3ccccc3[nH]2)nnc1-c1ccc(OC)cc1 | 1 | -0.4 | 0.0 | -25 | 8 | 0 | 1 | -0.6 | -5
O=[N+]([O-])c1ccccc1-c1cc(-c2ccccc2O)n[nH]1 | 1 | 0.0 | 12 | -47 | 10 | 8 | 14 | 1.9 | -6
Nc1ccc(Cl)cc1C(=O)OCC(=O)NC1CCS(=O)(=O)C1 (stereo not drawn) | -1 | 0.6 | 0.1 | -1 | 8 | -4 | 2 | 0.9 | -1
CCOC(=O)c1cccc(COC(=O)c2cccc(-c3nnc(-c4ccccc4)o3)c2)c1 | -8 | 1.2 | 0.3 | 47 | 5 | -1 | 4 | 3.4 | -6
N#Cc1cc([N+](=O)[O-])ccc1NCCN1CCOCC1 | 1 | 0.9 | 0.0 | 22 | 9 | 3 | 14 | 0.1 | -4
CN(C(=O)COC(=O)CNC(=O)C12CC3CC(CC(C3)C1)C2)C1CCS(=O)(=O)C1 (stereo not drawn) | 3 | 0.7 | 1.1 | 25 | 7 | -3 | 1 | 0.2 | -10
O=C(Nc1cc(C(F)(F)F)ccc1F)C1CCCCC1 | -3 | 2.0 | 0.1 | -6 | 9 | -4 | 3 | 11 | -1
